uPA generation: cell surface uPA generation inhibition; 330,000 tested, 0.31% active; Potency, µM (highest dose often 38.3 µM), inactives show at the highest dose activity change, negative = inhibition, actives largely listed as inhibitors; cell surface uPA generation assay, qHTS; AID 540303; active = well fitted inhibition curve with a large enough effect; inconclusive = small, poorly fitted or top-dose-only effect; inactive = no such curve, though single readings can be large or run the other way; tested in mouse RAW 264.7 cells; also: potency is read from the fitted curve at half-maximal effect; % is scaled to controls: 0 for no effect and ±100 for the full control effect; nearly all actives have a fitted effect of over 55% in size
B2AR arrestin: recruits beta-arrestin to the human beta2-adrenergic receptor. P07550. beta-arrestin recruitment to beta2AR, cell-based reporter. Potency, µM (series often up to 46.1 µM), for the others: top-dose activation, actives largely listed as activators. 330,000 tested, 0.02% active;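 also: potency is read from the fitted curve at half-maximal effect; 0% = DMSO controls and full agonism = EC100 isoproterenol or metaproterenol; nearly all actives have a fitted effect of over 65% in size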
Chronic BCR inh: chronic active BCR signaling inhibition; ABC-DLBCL IkBa-CBG/CBR reporter, luminescence ratio, 4 h; Potency, µM (doses to about 46.1 µM), for inactives: at the highest dose ratio change, negative = lower green/red ratio, usual class: inhibitors; 340,000 tested, 0.05% active; AID 493014; active = well fitted inhibition curve with a large enough effect in the signal ratio, with a control signal flat, not every such curve was filed as active; inconclusive = small, poorly fitted or top-dose-only effect, or effect the other way, or a change in a side signal; the % refers to the signal ratio;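 also: potency is read from the fitted curve at half-maximal effect; plate controls were basal doxycycline-induced cells for no effect and cells given 10 µM MG132 for full effect; MG132 reads +100%, hits lower the ratio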
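TMD8 human ABC-DLBCL cells with doxycycline-inducible IκBα–green luciferase fusion and unfused red luciferase, in 0.5% FBS medium; compounds up to 46 uM, 4 h at 37C. Green/red luminescence ratio, filter-overlap corrected, fitted to concentration-response curves.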
Eya2 phos inh: inhibitors of human Eya2 phosphatase activity; O00167; recombinant Eya2, OMFP fluorescence dephosphorylation (OMFP is methylfluorescein phosphate); Potency, µM (series often up to 76.9 µM), without a hit: top-dose activity, negative = inhibition, most hits filed as inhibitors; 330,000 tested, 0.006% active; AID 488837; also: potency is read from the fitted curve at half-maximal effect; % is scaled to controls: 0 for no effect and ±100 for the full control effect
Target sequence (O00167 whole entry, looked up): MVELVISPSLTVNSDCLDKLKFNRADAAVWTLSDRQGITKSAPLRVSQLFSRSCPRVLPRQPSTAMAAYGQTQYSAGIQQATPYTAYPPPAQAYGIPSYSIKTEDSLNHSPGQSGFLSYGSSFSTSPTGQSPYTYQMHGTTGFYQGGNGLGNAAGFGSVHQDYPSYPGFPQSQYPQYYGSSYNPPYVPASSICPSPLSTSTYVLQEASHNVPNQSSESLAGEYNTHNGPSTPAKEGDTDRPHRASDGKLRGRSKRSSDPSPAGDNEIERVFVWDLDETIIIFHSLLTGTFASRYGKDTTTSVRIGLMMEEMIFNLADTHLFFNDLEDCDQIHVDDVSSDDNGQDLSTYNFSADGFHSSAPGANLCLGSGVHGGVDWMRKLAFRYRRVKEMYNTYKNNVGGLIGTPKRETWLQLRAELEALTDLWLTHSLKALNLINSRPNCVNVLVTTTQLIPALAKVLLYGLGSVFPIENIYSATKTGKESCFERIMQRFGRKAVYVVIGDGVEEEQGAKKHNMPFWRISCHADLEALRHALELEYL
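Eya2 protein (added as 0.2 uM solution) was preincubated with compound for 10 min at ambient temperature in 50 mM HEPES pH 7.5, 50 mM NaCl, 5 uM MgCl2, 0.05% BSA, 1 mM DTT. OMFP (added at 50 uM) then reacted 10 min; fluorescence read at 485/525 nm.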
TCR act: activators of T cell receptors. Potency, µM (doses to about 9.22 µM), for the others: at the highest dose activation of IL-2 secretion, usual class: activators. AID 504894. primary human leukocytes, anti-CD3, IL-2 HTRF, 48 h. 330,000 tested, under 10 active; also: % of control where 0% means no effect
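IL-2 release read by HTRF sandwich (Eu cryptate donor, d2 acceptor, 665 nm emission) after 48 hr exposure of primary human leukocytes to compound together with anti-CD3 beads in the absence of co-stimulatory signals.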
USP2a inh: blocks human ubiquitin-specific protease USP2a | 330,000 tested, 0.01% active | USP2 core, Ub-CHOP2 coupled fluorogenic reporter, 485/531 | O75604 | Potency, µM (series often up to 38.3 µM), without a hit: at the highest dose activity change, negative = inhibition, most hits filed as inhibitors;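 also: potency is read from the fitted curve at half-maximal effect; plate controls were DMSO wells for no effect and full inhibition by NEM control for full effect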
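USP2 core (10nM final) preincubated 30min RT with compound in 20mM Tris-HCl pH 8.0, 2mM CaCl2, 2mM beta-mercaptoethanol, 0.05% CHAPS; 25nM Ub-CHOP2 plus 25nM reporter substrate added, fluorescence (Ex485/Em531) read after 60min.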
TSHR antagonist: antagonists of human thyroid stimulating hormone receptor; AID 504810; TSHR-expressing cells, TSH-stimulated cAMP HTRF, 2 h; active compounds read low; 330,000 tested, 0.2% active; activity change, negative = inhibition, % at 11.5 µM; P16473;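 active = activity change below a set negative limit, meaning inhibition stronger than a set level, cut at about -70% in these data; inconclusive = activity change between two set negative limits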; also: % is scaled to controls: 0 for no effect and ±100 for the full control effect
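Cell-based HTRF cAMP assay; TSHR cells + compound, TSH EC80 (4nM final), 2 h, 37 deg C. Lysis with anti-cAMP cryptate and cAMP-d2, 30 min RT, read 665/620 nm.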
Mito fusion act: mitochondrial division inhibition or fusion activation; S. cerevisiae fusion-defective mutant growth rescue, CellTiterGlo 48 h; Potency, µM (top dose mostly 46.1 µM), for the others: top-dose growth rescue (activation), usual class: activators; 320,000 tested, 0.23% active; AID 485298;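 also: potency is read from the fitted curve at half-maximal effect; % of control where 0% means no effect; nearly all actives have a fitted effect of over 45% in size; temperature-sensitive fusion mutants such as fzo1-1 at 37 °C on non-fermentable ethanol glycerol medium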
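Growth-rescue viability read-out: after 48 h at the non-permissive 37C in glycerol/ethanol YPEG, yeast mitochondrial fusion mutants are measured by CellTiterGlo luminescence; compounds (23 nl pinned per well) restoring growth score as division inhibitors or fusion activators.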
Tb PFK block: blocks T. brucei phosphofructokinase | T. brucei PFK, ADP-Glo luminescence | AID 485367 | 330,000 tested, 0.17% active | O15648 | Potency, µM (highest dose often 57.5 µM), inactives show at the highest dose activity, negative = inhibition, most hits filed as inhibitors;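 also: potency is read from the fitted curve at half-maximal effect; 0% = uninhibited 1x PFK enzyme wells and -100% = no-enzyme wells; nearly all actives have a fitted effect of over 60% in size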
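In TEA buffer at pH 8.0 with 5 mM MgCl2, enzyme (1.25 nM) converted F6P (0.5 mM) and ATP (0.1 mM) for 45 min at room temperature. ADP product was read by luciferase luminescence.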
ELG1 repair inh: inhibitors of ELG1-dependent DNA repair in HEK293T cells; Potency, µM (top dose mostly 46.1 µM), for the others: top-dose activity change, negative = inhibition, most hits filed as inhibitors; HEK293T ELG1-luciferase reporter, luminescence, 16 h; DNA damage induced by 5-fluorouridine; 330,000 tested, 2.3% active; also: potency is read from the fitted curve at half-maximal effect; % is scaled to controls: 0 for no effect and ±100 for the full control effect; nearly all actives have a fitted effect of over 55% in size
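In this reporter screen, reduction of luminescence relative to DMSO vehicle indicated activity. Compounds and 5-fluorouridine were added together to 2,000 cells per well, incubated for 16 hr at 37 °C, then developed with ONE-Glo.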
PTAP TSG101 blk: blocks PTAP/TSG101 interaction to inhibit HIV-1 budding; Q99816; Fluorescence polarization, FITC-PTAP peptide / Tsg101 binding; Potency, µM (top dose mostly 115 µM), without a hit: top-dose activity change, negative = inhibition, usual class: inhibitors; 340,000 tested, under 10 active; AID 493005; active = well fitted inhibition curve with a large enough effect in the main read-out, with a control signal flat, not every such curve was filed as active; inconclusive = small, poorly fitted or top-dose-only effect, or effect the other way, or a change in a side signal; inactive = no such curve, though single readings can be large or run the other way; also: potency is read from the fitted curve at half-maximal effect; % of control where 0% means no effect
Target sequence (Q99816 whole entry, looked up): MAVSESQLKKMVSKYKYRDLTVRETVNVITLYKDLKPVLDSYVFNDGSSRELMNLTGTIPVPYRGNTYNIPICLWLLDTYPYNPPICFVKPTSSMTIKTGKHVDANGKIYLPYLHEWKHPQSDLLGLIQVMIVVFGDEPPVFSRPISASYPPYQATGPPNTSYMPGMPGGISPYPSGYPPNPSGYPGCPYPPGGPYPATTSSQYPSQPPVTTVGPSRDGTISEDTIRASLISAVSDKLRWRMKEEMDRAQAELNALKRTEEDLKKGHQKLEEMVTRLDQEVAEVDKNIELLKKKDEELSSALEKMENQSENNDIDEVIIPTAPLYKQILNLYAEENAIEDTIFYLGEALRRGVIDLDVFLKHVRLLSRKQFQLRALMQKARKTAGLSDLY
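Fluorescence anisotropy tracks displacement of a FITC-tagged PTAP peptide (50 nM) from the Tsg101 binding domain (10 uM), following a 20 min room-temperature incubation at pH 7.5.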
Numbers without * were called inactive; ? = inconclusive; / = no result given; [ ] = another dose, or the depositor's remark. Unless noted, calls follow the shape of the dose curve; as a rule, active = well fitted curve in the direction sought with a large enough effect; inconclusive = small, poorly fitted or top-dose-only effect, or another doubt; inactive = no such curve, though single readings can be large; an effect the other way counts as inactive or inconclusive. Rows were taken by chance; overall some 3% were active at least once.

SMILES	uPA generation	B2AR arrestin	Chronic BCR inh	Eya2 phos inh	TCR act	USP2a inh	TSHR antagonist	Mito fusion act	Tb PFK block	ELG1 repair inh	PTAP TSG101 blk
Cc1cc(C)nc(NS(=O)(=O)c2ccc(N/C=C3\CCCC3=O)cc2)n1	-2%	-0.5%	?	7%	-7%[46.1 µM]	0%	7	-1%	5%	10%	-9%
CC(=O)c1cccc(S(=O)(=O)N2CCC(C(=O)O)(c3ccccc3)CC2)c1	-10%	0.0%	1%	-6%	-16%	-1%	-7	-1%	5%	-1%	0%
O=C1c2ccccc2NC(c2ccccc2)N1c1ccc(O)cc1 (configuration not stated)	3%	0.4%	-1%	-12%	0%	1%	-2	-2%	1%	-9%	-9%
CN(CC(=O)Nc1cccc(F)c1)C(=O)c1ccc2c(=O)n3c(nc2c1)CCC3	-1%	-0.2%	-3%	-26%	-1%	1%	0	-9%	6%	5%	2%
COc1ccc(C(=O)NCc2nnc(SCC(=O)N3CCCCC3)o2)cc1	-1%	0.1%	2%	9%	7%	0%	-1	-4%	0%	-16%	1%
CCc1ccc(-c2cc(C)no2)cc1S(=O)(=O)Nc1cc(C)on1	-1%	-0.1%	7%	7%	3%	1%	6	15%	0%	13%	4%
CCn1c2ccccc2c2cc(CC(N)=O)ccc21	12%	-0.3%	?	-2%	-2%	2%	-6	-5%	1%	0%	1%
CCNC(=O)NC(=O)COC(=O)c1ccccc1SCC(=O)NC(=O)NCC	2%	-0.2%	?	-9%	3%	0%	5	?	-2%	?	-1%
O=C(CC1NCCNC1=O)Nc1ccc2c(c1)OCCO2 (configuration not stated)	0%	-0.3%	3%	-30%	/	3%	-3	-1%	-1%	9%	/
COc1ccccc1C(=O)Nc1cc(C)ccc1NC(=O)c1ccco1	-2%	-0.1%	5%	5%	-3%	1%	7	-2%	4%	-23%	-7%
O=C(CN1C(=O)C2(OCCCO2)c2ccccc21)NCc1ccccc1	/	-0.4%	-3%	5%	-2%	2%	-6	-3%	0%	5%	-6%
Cc1ccc(OCC(=O)N(Cc2ccccc2)C(C)C)c([N+](=O)[O-])n1	-1%	-2.1%	0%	-1%	4%[46.1 µM]	1%	12	1%	2%	-1%	0%
O=C(Nc1ccc(Cl)cc1)Nn1cnc2ccccc2c1=O	2%	-0.2%	1%	-3%	-5%	-1%	-9	-8%	1%	?	0%
CCc1ccccc1NC(=O)Nc1cnccn1	8%	0.2%	0%	-1%	0%	-1%	12	0%	0%	0%	-8%
CCN(C(=O)CSc1nnc(C2CC2)n1-c1ccccc1)C1CCS(=O)(=O)C1 (configuration not stated)	10%	0.0%	0%	9%	44%	0%	17	3%	1%	19%	-3%
Cc1cc(S(=O)(=O)NC(C)C)ccc1OCC(=O)N1CCOCC1	/	-0.2%	?	-7%	-1%	0%	0	-4%	-2%	-3%	-3%
S=c1[nH]nc(COc2ccccc2)n1/N=C/c1cccs1	-1%	-0.1%	11%	-1%	-1%[46.1 µM]	-1%	-4	6%	-16%	-5%	-1%
COc1ccccc1-n1c(SCC(=O)N2CCOCC2)nc(O)c(Cc2ccccc2)c1=O	3%	0.1%	-16%	-16%	-5%	2%	3	0%	-2%	-2%	-2%
COc1ccc(C2C3=C(CC(C)(C)CC3=O)Nc3n[nH]c(C)c32)cc1 (configuration not stated)	5%	-0.5%	5%	9%	2%	2%	16	4%	1%	-2%	-4%
COc1ccc2cc3cc(C(=O)NCCN4CCc5ccccc5C4)oc3nc2c1	1%	-0.2%	-7%	-14%	3%	-11%	-6	-10%	-5%	?	-11%
COc1ccc(OC)c(CN2CCN(C(=O)c3ccc(NS(=O)(=O)c4cccc([N+](=O)[O-])c4)cc3)CC2)c1	-4%	0.0%	14%	0%	-2%	3%	-8	3%	2%	?	-3%
CN(C)c1ccc(N2C(=NC(=O)C3CCCO3)SC3CS(=O)(=O)CC32)cc1 (configuration not stated)	-5%	0.3%	-1%	3%	-8%	-1%	-1	-10%	-4%	?	-4%
CCC(C)Nc1nc(SC(C(C)=O)C(C)=O)nc(N(C)C)n1 (configuration not stated)	0%	-0.4%	5%	-34%	5%	4%	4	3%	20%	-2%	-1%
Cc1nnc(SCC(=O)N(C)c2c(N)n(Cc3ccccc3)c(=O)[nH]c2=O)n1Cc1ccccc1	1%	0.1%	-16%	?	-1%	5%	-3	0%	-5%	-8%	-5%
COc1cc(S(=O)(=O)N2CCN=C2c2ccccc2)ccc1Cl	-1%	8.1%	?	-6%	-2%	-10%	25	3%	-4%	12%	-2%
Cc1ccc(-c2oc3ccccc3c(=O)c2OCC(=O)O)cc1	-1%	0.1%	-1%	-2%	1%	1%	-7	10%	?	-1%	-7%
CN(CC(=O)Nc1cccc(S(=O)(=O)N2CCCCC2)c1)Cc1ccc(F)cc1	?	-0.1%	-1%	-1%	-3%	0%	-13	-13%	-2%	?	-5%
OCCN(CCO)c1ncnc2c1oc1ccc(Br)cc12	2%	0.1%	?	-12%	2%	1%	28	-1%	-1%	-8%	-4%
O=C(NCc1nnc(SCC(=O)N2CCCC2)o1)c1ccccc1F	0%	-0.2%	?	12%	5%	1%	8	0%	2%	-2%	-1%
COc1ccc(C(C(=O)NC2CCCC2)N(C(=O)c2csnn2)C2CCCC2)cc1 (configuration not stated)	-1%	-0.3%	-11%	-5%	10%	1%	0	7%	1%	4%	1%
CN1CCN(C(=O)c2cnn(-c3ccccc3)c2NC(=O)c2ccccc2F)CC1	8%	-0.7%	5%	12%	1%	0%	17	8%	5%	0%	-4%
Cc1cc(C)c(NC(=O)CNC(=O)COC(=O)C2CCN(c3ccc(C(F)(F)F)cn3)CC2)c(C)c1	5%	-0.5%	0%	-2%	-7%	3%	-10	0%	1%	-6%	-6%
Cc1cccn2cc(-c3cccc(NC(=O)c4cccs4)c3)nc12	0%	0.0%	-2%	-6%	-3%	0%	-1	13%	3%	?	-4%
COc1ccc(NC(=O)Cn2nnc3sc4c(c3c2=O)CC(C)(C)OC4)cc1	3%	-0.6%	-7%	0%	-7%	-1%	0	0%	-1%	?	1%
COc1ccc(C(CNC(=O)c2ccc(NS(=O)(=O)c3ccc(F)c(C)c3)cc2)N(C)C)cc1 (configuration not stated)	-5%	-0.5%	-5%	12%	-2%	0%	1	3%	15%	15%	0%
O=C1CC(N(O)c2ccccc2)C(=O)N1c1cc(Cl)cc(Cl)c1 (configuration not stated)	-4%	-0.8%	?	-2%	0%	2%	-9	8%	-8%	19%	-3%

Rewritten with values under each structure: part of the list above.
Values run as follows: uPA generation | B2AR arrestin | Chronic BCR inh | Eya2 phos inh | TCR act | USP2a inh | TSHR antagonist | Mito fusion act | Tb PFK block | ELG1 repair inh | PTAP TSG101 blk
CN1CCN(C(=O)c2cnn(-c3ccccc3)c2NC(=O)c2ccccc2F)CC1
    8% | -0.7% | 5% | 12% | 1% | 0% | 17 | 8% | 5% | 0% | -4%
Cc1cc(C)c(NC(=O)CNC(=O)COC(=O)C2CCN(c3ccc(C(F)(F)F)cn3)CC2)c(C)c1
    5% | -0.5% | 0% | -2% | -7% | 3% | -10 | 0% | 1% | -6% | -6%
Cc1cccn2cc(-c3cccc(NC(=O)c4cccs4)c3)nc12
    0% | 0.0% | -2% | -6% | -3% | 0% | -1 | 13% | 3% | ? | -4%
COc1ccc(NC(=O)Cn2nnc3sc4c(c3c2=O)CC(C)(C)OC4)cc1
    3% | -0.6% | -7% | 0% | -7% | -1% | 0 | 0% | -1% | ? | 1%
COc1ccc(C(CNC(=O)c2ccc(NS(=O)(=O)c3ccc(F)c(C)c3)cc2)N(C)C)cc1 (configuration not stated)
    -5% | -0.5% | -5% | 12% | -2% | 0% | 1 | 3% | 15% | 15% | 0%
O=C1CC(N(O)c2ccccc2)C(=O)N1c1cc(Cl)cc(Cl)c1 (configuration not stated)
    -4% | -0.8% | ? | -2% | 0% | 2% | -9 | 8% | -8% | 19% | -3%
